# Screening data (PubChem BioAssay)
# GIRK2 act = Activators of human GIRK2-containing channels; 34,000 tested, under 10 active; P48051; HEK293 GIRK2/NPY4 cells, thallium flux fluorescence; activation (% efficacy), % for hits at 37.5 µM;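 active = primary screen hit, no activity in plain HEK293 cells, and in GIRK2-only cells above 5% efficacy rising with concentration; inactive = the rest, including fluorescent compounds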;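 also: efficacy is normalized control-subtracted fluorescence 15 s after thallium addition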
# Target sequence (P48051 whole entry, looked up): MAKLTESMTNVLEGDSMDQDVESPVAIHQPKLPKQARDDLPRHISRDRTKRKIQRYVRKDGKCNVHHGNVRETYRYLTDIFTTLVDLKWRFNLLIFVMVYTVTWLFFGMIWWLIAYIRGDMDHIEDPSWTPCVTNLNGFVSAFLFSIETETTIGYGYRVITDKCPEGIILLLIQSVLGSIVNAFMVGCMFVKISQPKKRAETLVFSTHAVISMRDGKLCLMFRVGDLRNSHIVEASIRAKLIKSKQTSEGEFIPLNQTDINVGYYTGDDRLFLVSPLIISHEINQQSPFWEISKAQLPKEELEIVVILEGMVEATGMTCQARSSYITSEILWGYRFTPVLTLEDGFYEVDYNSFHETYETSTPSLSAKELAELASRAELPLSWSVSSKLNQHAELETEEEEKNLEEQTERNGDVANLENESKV
# Calls only; i = inactive. A portion of the library; the hit share may differ from the screen's.
# A first look (4 entries):
compound,GIRK2 act
O=C(NCC1CCN(Cc2cccs2)CC1)C(=O)Nc1ccc(OC(F)(F)F)cc1,i
CCCCOc1ccc(C(=O)Nc2ccc3c(c2)N(C(=O)C2CC2)CC3)cc1,i
O=S(=O)(NCCOc1ccc(-c2ccco2)nn1)c1ccc2c(c1)OCCO2,i
CCOCCCNC(=O)c1c(N)n(-c2ccc(C(=O)OC)cc2)c2nc3ccccc3nc12,i

# All compounds of this part, from the first entry:
compound,GIRK2 act
O=C(NCC1CCN(Cc2cccs2)CC1)C(=O)Nc1ccc(OC(F)(F)F)cc1,i
CCCCOc1ccc(C(=O)Nc2ccc3c(c2)N(C(=O)C2CC2)CC3)cc1,i
O=S(=O)(NCCOc1ccc(-c2ccco2)nn1)c1ccc2c(c1)OCCO2,i
CCOCCCNC(=O)c1c(N)n(-c2ccc(C(=O)OC)cc2)c2nc3ccccc3nc12,i
Cc1noc(C)c1S(=O)(=O)NCC(O)(c1ccccc1)C(F)(F)F (stereo not given),i
Cc1ccc(C)c(Cn2cc(C(=O)Nc3cc([N+](=O)[O-])ccc3C)ccc2=O)c1,i
Cc1cccc(-n2ncc3c2ncn2nc(-c4ccco4)nc32)c1,i
CCOC(=O)c1c(NC(=O)CCSc2nnc(C)s2)sc2c1CCCC2,i
COc1ccc(OC)c(Nc2nc(CC(=O)NCCC3=CCCCC3)cs2)c1,i
COC(=O)c1ccc(C(=O)NCCN2CCN(C(=O)OC(C)(C)C)CC2)cc1,i

# The list goes on.
compound,GIRK2 act
O=C(CN1C(=O)CCC1=O)Nc1sccc1-c1nc2ccccc2s1,i
O=C(NCC1CCN(C(=O)c2cccnc2)CC1)C(=O)Nc1ccc(C(F)(F)F)cc1,i
O=S(=O)(/C=C/c1ccccc1)N1CCC(c2ccsc2)CC1,i
CC(=O)c1cccc(NC(=O)CSc2nc(=O)n(CC3CCCO3)c3c2CCCC3)c1 (stereo not given),i
COc1cc(NC(=O)CC(C)C)ccc1N1CCCCC1=O,i
O=C(NC1(c2nc(-c3cnccn3)no2)CCCCC1)c1cnccn1,i
COc1ccc(CCC(=O)NCC(O)c2ccc(C(F)(F)F)cc2)cc1 (stereo not given),i
Cc1c(Cl)cccc1NC(=O)C(=O)NCC1COC2(CCCC2)O1 (stereo not given),i
O=C1CCCN1c1ccc(NS(=O)(=O)c2ccc3c(c2)OCCO3)cc1,i
Cc1cccc(N(C(=O)C(C)C)C2C=CS(=O)(=O)C2)c1 (stereo not given),i

# More records
compound,GIRK2 act
Cn1nc(CNC(=O)c2ccoc2)c2ccccc2c1=O,i
Cc1ccc(N2CCCS2(=O)=O)cc1NC(=O)NCCc1ccccc1,i
COc1cc(OC)cc(C(=O)Nc2ccc(S(=O)(=O)N3CCN(c4cnccn4)CC3)cc2)c1,i
Cc1cc(C(=O)Nc2ccc3c(c2)OCC(C)(C)C(=O)N3C)c(C)o1,i
O=C(CC(c1ccccc1)c1ccccc1)N1CCN(C(=O)c2cnn3ccccc23)CC1,i
COc1ccc(-c2ccc(=O)n(Cc3cccc(F)c3)n2)cc1,i
CCC(CO)NC(=O)C(=O)Nc1c2c(nn1-c1ccc(OC)cc1)CS(=O)(=O)C2 (stereo not given),i
CCOC(=O)c1c(SCc2ccccc2)nc(=O)[nH]c1C,i
COc1cc(C)c(C)cc1S(=O)(=O)NCC(O)c1sccc1C (stereo not given),i
COc1ccc(-n2nc3c(c2NC(=O)C(=O)NCC(OC)OC)CS(=O)(=O)C3)cc1,i

# Next results.
compound,GIRK2 act
COc1ccc(CNC(=O)/C(C#N)=C/N2CCN(c3ccccc3)CC2)cc1,i
COc1ccc(CCNC(=O)C(=O)Nc2ccc(NC(C)=O)cc2)cc1,i
COc1cccc(N2C(=O)CN(CCc3ccc(F)cc3)C3CS(=O)(=O)CC32)c1 (stereo not given),i
Cc1nn(C2CCS(=O)(=O)C2)c2nc(-c3ccc(F)cc3)cc(C(=O)NCc3ccc(F)cc3)c12 (stereo not given),i
Cc1ccc2c(=O)c(-c3nc(-c4ccc(Cl)cc4)no3)cn(CC(=O)NCCC(C)C)c2n1,i
COc1ccc(C(=O)NNC(=O)c2ccc(=O)n(Cc3ccccc3)c2)c(OC)c1,i
CS(=O)(=O)N1CCCc2cc(NC(=O)c3c(F)cccc3F)ccc21,i
O=C(Cc1cc(-c2cc3ccccc3o2)on1)Nc1cccc(C(F)(F)F)c1,i
COc1ccc(CCS(=O)(=O)NCC2CCN(C(=O)c3ccccc3F)CC2)cc1,i
Cc1cc(NC(=O)CSc2nc(=O)n(CC3CCCO3)c3c2CCC3)no1 (stereo not given),i

# Carrying on.
compound,GIRK2 act
O=S(=O)(/C=C/c1ccccc1)N1CC(c2nc(-c3cccc(C(F)(F)F)c3)no2)C1,i
Cc1cc(NCC2CCCO2)n2nc(C(F)(F)F)c(-c3ccccc3)c2n1 (stereo not given),i
Cn1c(=O)[nH]c(=O)c2c1nc(Br)n2CCSc1nc2ccccc2o1,i
Cc1ccc(-c2ccc(SCC(=O)Nc3cc(C)on3)nn2)c(C)c1,i
CCOc1ccccc1C(=O)N1CCN(c2ccc(-c3ccccn3)nn2)CC1,i
Cn1c(=O)c2c(nc(N3CCCC3)n2CCCOc2ccccc2)n(C)c1=O,i
COc1ccc(NC(=O)NCC(O)C2CCCCC2)cc1 (stereo not given),i
O=S(=O)(c1ccc(F)cc1F)N1CCC(c2nnc(-c3ccco3)o2)CC1,i
CS(=O)(=O)N1CCC(C(=O)N(Cc2ccccn2)Cc2ccco2)CC1,i
CSc1ccc(CNC(=O)c2snc(C(=O)NC(C)C)c2N)cc1,i

# (next part)
compound,GIRK2 act
Cc1ccc(N2CC(C(=O)NCC(O)Cc3ccccc3)CC2=O)cc1C (stereo not given),i
Cn1nnc2c(N3CCN(C(=O)c4ccccc4I)CC3)ncnc21,i
COc1ccc(NS(=O)(=O)c2ccccc2Cl)cc1N1CCCC1=O,i
O=C(NCC(F)(F)F)C(=O)NC1CCCCCC1,i
Cc1nn(C2CCS(=O)(=O)C2)c2nc(-c3cccs3)cc(C(=O)Nc3ccc(F)c(F)c3)c12 (stereo not given),i
COCCNC(=O)Cc1ccc(NC(=O)COc2ccc(C(C)(C)C)cc2)cc1,i
O=C(CCCSc1ccc(NC(=O)C2CC2)nn1)NCCc1ccccc1,i
CCOc1ccc(-c2cc(=O)n(CC(=O)Nc3ccc(C(C)=O)cc3)cn2)cc1,i
Cc1ccc(N2CC(c3nc(-c4ccc(C(C)C)cc4)no3)CC2=O)cc1 (stereo not given),i
COc1ccc(Cl)cc1S(=O)(=O)N(CCc1ccccc1)Cc1ccccn1,i

# Additional structures
compound,GIRK2 act
O=C(Cn1cccn1)NCCc1c[nH]c2ccccc12,i
CC1CCC(C(C)C)C(OCC(O)CN2CC(C)OC(C)C2)C1 (stereo not given),i
Cc1cc(C)c(-c2ccc(=O)n(Cc3cccc([N+](=O)[O-])c3)n2)cc1C,i
COc1ccc2sc(N(Cc3ccncc3)C(=O)Cc3ccccc3)nc2c1,i
CCCc1nnc(NC(=O)c2c[nH]c3ccc(F)cc3c2=O)s1,i
O=C1c2cccc3c(S(=O)(=O)N4CCOCC4)ccc(c23)N1C(=O)C1CCCCC1,i
O=C(NCCOc1ccc2nnc(-c3ccccc3)n2n1)c1ccc2ncsc2c1,i
O=C(NCc1cccc2ccccc12)N1CCOC(c2ccc(C(F)(F)F)cc2)C1 (stereo not given),i
CC(C)c1ccc(NC(=O)c2n[nH]c3ccccc23)cc1,i
COc1cccc(NC(=O)c2cc(-c3ccccc3)nc3c2c(C)nn3C2CCS(=O)(=O)C2)c1 (stereo not given),i

# The closing 3 entries of the part before come first, to join the parts.
compound,GIRK2 act
O=C(NCc1cccc2ccccc12)N1CCOC(c2ccc(C(F)(F)F)cc2)C1 (stereo not given),i
CC(C)c1ccc(NC(=O)c2n[nH]c3ccccc23)cc1,i
COc1cccc(NC(=O)c2cc(-c3ccccc3)nc3c2c(C)nn3C2CCS(=O)(=O)C2)c1 (stereo not given),i
O=C(CCc1csc(NC(=O)c2ccc(F)cc2)n1)Nc1ccc(Cl)c(Cl)c1,i
O=C(Cc1cccc2ccccc12)NCC1CCN(c2ncccn2)CC1,i
O=C1CN(CCC2=CCCCC2)C2CS(=O)(=O)CC2N1c1ccc(Cl)cc1 (stereo not given),i
COc1ccc(S(=O)(=O)Nc2cc(C)nn2C2CCS(=O)(=O)C2)cc1OC (stereo not given),i
CC(O)(CNC(=O)c1ccc(S(=O)(=O)N2CCCC2)cc1)C1CC1 (stereo not given),i
COc1ccc(Br)c(C(=O)NCCc2ccsc2)c1,i
Cn1nnc2c(N3CCN(C(=O)C(=O)c4c[nH]c5ccccc45)CC3)ncnc21,i
Cc1cc(C)c(S(=O)(=O)NCCOc2ccc3nnc(-c4ccccc4)n3n2)c(C)c1,i
COCCCNC(=O)c1cc2c(=O)n3cc(C)ccc3nc2n1C,i
Cc1ccc2c(=O)c(-c3nc(-c4ccc(F)cc4)no3)cn(CC(=O)Nc3cc(F)ccc3C)c2n1,i

# (list continues)
compound,GIRK2 act
O=C(Nc1ccc(F)c(Cl)c1)c1ccc(=O)n(Cc2ccccc2F)c1,i
Cc1ccc(S(=O)(=O)N(C)c2ccc(C(=O)N3CCCC3)cc2)cc1,i
Cc1ccc(C(CNC(=O)c2ccc(Br)o2)N2CCOCC2)cc1 (stereo not given),i
COc1ccc(-c2ccc(=O)n(CCCNC(=O)c3cc4ccccc4oc3=O)n2)cc1,i
CC(C)CCNC(=O)C(=O)Nc1c2c(nn1-c1cccc(Cl)c1)CS(=O)(=O)C2,i
COC(=O)c1ccc(NC(=O)CSc2c(C)cnc3c2c(=O)n(C)c(=O)n3C)cc1,i
Cc1ccc(Cc2cnc(NC(=O)C(C)C)s2)cc1Cl,i
CC(C)N1C(=O)SC(Nc2ccccc2)C1=O (stereo not given),i
COc1ccc(NC(=O)c2ccc(SC(C)C)cc2)cc1,i
COCCn1c(C2CC(=O)N(c3cc(Cl)ccc3OC)C2)nc2ccccc21 (stereo not given),i

# Next part.
compound,GIRK2 act
Cc1nn(C2CCS(=O)(=O)C2)c2nc(-c3ccccc3)cc(C(=O)N3CCCCCC3)c12 (stereo not given),i
O=S(=O)(c1cccs1)N1CCC(c2nc(-c3ccc(Cl)cc3)no2)CC1,i
CN1C(=O)N(C)C2(CCN(S(=O)(=O)c3cccc(C(F)(F)F)c3)CC2)C1=O,i
C=CCc1cc(OC)ccc1OCC(O)CN1CCN(C(=O)OCC)CC1 (stereo not given),i
CN(C)S(=O)(=O)N1CCN(c2ccc(Nc3ccncc3)nn2)CC1,i
CCCCOCC(O)CN1CCN(Cc2ccc3c(c2)OCO3)CC1 (stereo not given),i
O=C1OC2CC1N(C(=O)Nc1ccc(Cl)cc1)C2 (stereo not given),i
O=C(C1CCCCC1)N1CCC(c2nnc(-c3ccco3)o2)CC1,i
O=C(CCSc1ccccc1)NCC1CCN(C(=O)/C=C/c2ccco2)CC1,i
COc1ccc(C(=O)Nn2cnc3c(cnn3C(C)(C)C)c2=O)c(OC)c1,i

# Remaining list, next part
compound,GIRK2 act
CCc1ccc(OCCS(=O)(=O)Nc2ccc(OCCNC(C)=O)cc2)cc1,i
CCOC(=O)C(=O)Nn1cnc2c(cnn2-c2ccccc2)c1=O,i
NS(=O)(=O)c1ccc(CNC(=O)Cc2csc(Nc3ccccc3)n2)cc1,i
CN(C)S(=O)(=O)c1ccc(C(=O)NCC2CCN(C(=O)Nc3ccc(F)cc3)CC2)cc1,i
Cc1ccccc1-c1noc(Cn2cnc3c(nnn3-c3cccc(Cl)c3)c2=O)n1,i
O=C(Nc1ccc(CC(=O)N2CCCC2)cc1)c1c(F)cccc1F,i
CCCOc1ccc(N2CCN(C(=O)COc3ccccc3F)CC2)nn1,i
COc1cccc(C(CNC(=O)C(=O)Nc2cc(C)nc3ccccc23)N2CCOCC2)c1 (stereo not given),i
O=C(Nc1cccc(Cl)c1)c1ccc(N2CCCCS2(=O)=O)cc1,i
C=CCOCC(O)CN1CCN(c2cccc(C(F)(F)F)c2)CC1 (stereo not given),i

# Next part.
compound,GIRK2 act
CCOCCCNC(=O)c1c(N)n(-c2ccc3c(c2)OCCO3)c2nc3ccccc3nc12,i
O=C(CCS(=O)(=O)c1ccccc1)N1CCOC(c2ccc(C(F)(F)F)cc2)C1 (stereo not given),i
CCn1ccc(C(=O)Nc2nc3c(OC)ccc(OC)c3s2)n1,i
O=C(NCc1ccccn1)c1ccc(S(=O)(=O)N2CCCC2)cc1,i
O=C(Nc1ccc2c(c1)OCO2)N1CCC(c2cccs2)CC1,i
O=C(NCC1(c2cccs2)CCOCC1)c1cc2ccccc2o1,i
CCCOc1ccc(-n2nnc(C(=O)Nc3nccs3)c2C)cc1,i
NC(=O)c1ccc(NC(=O)CCCn2nc(-c3cccs3)ccc2=O)cc1,i
COc1ccc(S(=O)(=O)CC(=O)Nc2nccs2)cc1,i
CCOC(=O)c1c(SCC(=O)Nc2ccc([N+](=O)[O-])cc2)nc(=O)[nH]c1C,i

# Looked up by compound from the entries so far, two records:
compound,GIRK2 act
O=C(NCC1(c2cccs2)CCOCC1)c1cc2ccccc2o1,i
O=C(Nc1ccc2c(c1)OCO2)N1CCC(c2cccs2)CC1,i

# Next section:
compound,GIRK2 act
Cc1cc(NC(=O)c2ccc(C#N)cc2)n(-c2ccccc2)n1,i
CCOc1ccccc1NC(=O)CSC1=NS(=O)(=O)c2ccc(C)cc2N1,i
c1csc(-c2noc(CSc3ccc(-c4ccc5c(c4)OCO5)nn3)n2)c1,i
O=S(=O)(NCc1cnn2ccccc12)C1CCCCC1,i
CCc1nc2sc(C(c3ccc(Br)cc3)N3CCCC3)c(O)n2n1 (stereo not given),i
CC(=O)N1CC(C(=O)Nc2nc(C)cs2)C1,i
NC(=O)c1ccc(NC(=O)C(=O)NCCN2CCOCC2)cc1,i
COc1cccc(-n2c(SCc3nc(-c4ccccc4)no3)nc3ccsc3c2=O)c1,i
Cn1c(=O)c2c(nc(N3CCOCC3)n2CC(O)c2ccccc2)n(C)c1=O (stereo not given),i
